PP1 inh – PP1-alpha (human) inhibition in PP5 counter-screen | P62136 | purified PP1alpha, OMFP fluorescence | inhibition, % at 6.7 µM | hit rate 0.9% among 320,000 | AID 2235;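 active means inhibition above the mean inhibition of all tested compounds plus 3 SD, computed separately for each screening campaign, cut at about 15% in these data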
Target sequence (P62136 whole entry, looked up): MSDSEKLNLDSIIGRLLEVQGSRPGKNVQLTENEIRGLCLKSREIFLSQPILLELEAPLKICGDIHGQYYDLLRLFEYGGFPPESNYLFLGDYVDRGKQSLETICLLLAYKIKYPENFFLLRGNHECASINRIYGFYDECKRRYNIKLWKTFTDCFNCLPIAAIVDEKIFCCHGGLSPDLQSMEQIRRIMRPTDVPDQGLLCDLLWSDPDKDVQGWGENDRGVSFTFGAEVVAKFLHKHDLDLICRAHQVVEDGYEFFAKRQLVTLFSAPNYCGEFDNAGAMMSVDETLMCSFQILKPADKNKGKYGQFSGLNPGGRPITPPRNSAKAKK
JMJD2C inh – blocks human GASC-1 demethylase activity | GST-JMJD2C(1-420) H3K9me3 demethylation, DELFIA europium | Q9H3R0 | inhibition, % at 2.35 µM | hit rate 0.069% among 330,000;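 active means more than half of a compound's replicate wells show inhibition beyond 50%, single wells judged on their own value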;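 further: signal counts dimethyl H3K9 product captured on neutravidin plate; 0% = median of DMSO wells and 100% = 0.3 times that DMSO median; strong numbers were not always called active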
Target sequence (Q9H3R0 1-420 limits assumed): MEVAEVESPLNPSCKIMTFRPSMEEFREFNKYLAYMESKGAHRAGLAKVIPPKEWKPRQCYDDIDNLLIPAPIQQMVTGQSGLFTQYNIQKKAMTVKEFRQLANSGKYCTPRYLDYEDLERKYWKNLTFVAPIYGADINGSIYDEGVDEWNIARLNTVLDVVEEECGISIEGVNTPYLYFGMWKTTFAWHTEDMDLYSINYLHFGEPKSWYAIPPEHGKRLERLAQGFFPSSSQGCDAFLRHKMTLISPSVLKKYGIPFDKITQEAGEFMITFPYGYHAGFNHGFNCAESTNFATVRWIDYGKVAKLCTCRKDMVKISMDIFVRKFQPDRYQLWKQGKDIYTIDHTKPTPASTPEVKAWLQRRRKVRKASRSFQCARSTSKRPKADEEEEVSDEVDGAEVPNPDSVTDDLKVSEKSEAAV
Fh CTSL1 inh – counter-screen for PFM18AAP inhibitors: inhibitors of F. hepatica cathepsin L1; recombinant F. hepatica cathepsin L1, Z-Leu-Arg-MCA fluorescence; inhibition, % at 5.96 µM; hit rate 0.49% among 300,000; AID 1906;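 active means inhibition above the mean of all tested compounds plus 3 SD, set per screening campaign, cut at about 17% in these data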;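 further: 0% = plate median of test compound wells and 100% = 1 µM Z-Phe-Ala-diazomethylketone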
HCV core dimer – HCV core protein dimerization inhibition. hit rate 0.33% among 300,000. AID 1899. TR-FRET GST/Flag-core106 dimerization, 1536-well. inhibition, % at 5 µM;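 active means inhibition above the mean of all tested compounds plus 3 SD, set per screening campaign, cut at about 45% in these data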
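Assay system – GST-tagged and Flag-tagged HCV core protein residues 1-106 · Quantity – core106 proteins, GST 13.5 nM and Flag 17 nM · Benchmarks – unlabelled core106 and no-GST-core106 wells · Read-out basis – percent inhibition of core106 dimerization signal · Detection – time-resolved FRET, ex 340 nm, em 617 and 671 nm · Schedule – 4 h at 22.5 °C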
PP5 inh – inhibitors of human protein phosphatase 5 (PP5); P53041; purified PP5c, OMFP substrate fluorescence; inhibition, % at 6.7 µM; hit rate 0.18% among 320,000;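 active means inhibition above the campaign's mean inhibition across all tested compounds plus 3 SD, cut at about 9.5% in these data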;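 further: 0% = DMSO only and 100% = 100 µM cantharidin control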
proCasp3 act – activators of human procaspase-3 | P42574 | recombinant procaspase-3 D3A, Ac-DEVD-pNA absorbance 405 nm | activation, % at 8.5 µM | hit rate 0.11% among 330,000 | AID 463141;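 active means activation above the mean of all tested compounds plus 3 SD, cut at about 21% in these data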;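 further: 0% = DMSO alone and 100% = DMSO wells spiked with extra 5 µM PC-3 D3A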
Target sequence (P42574 whole entry D9A/D28A/D175A): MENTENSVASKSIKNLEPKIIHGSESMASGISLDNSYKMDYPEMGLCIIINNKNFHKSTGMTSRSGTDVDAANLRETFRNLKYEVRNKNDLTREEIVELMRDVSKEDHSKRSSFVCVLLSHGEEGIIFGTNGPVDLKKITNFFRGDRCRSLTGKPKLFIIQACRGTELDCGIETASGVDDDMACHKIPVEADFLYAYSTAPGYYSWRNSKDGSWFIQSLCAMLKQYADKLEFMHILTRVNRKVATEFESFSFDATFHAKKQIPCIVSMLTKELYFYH
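Test system: Procaspase-3 D3A mutant; medium: Zinc-free HEPES/NaCl buffer with 0.01% Triton X-100 at pH 7.4; reagent: DEVD-pNA substrate; doses: one concentration, 8.5 µM nominal, 0.8% DMSO; times: 1 h preincubation plus 2 h reaction at 25 °C; signal: Epi-absorbance at 405 nm of released p-nitroaniline, 0 and 120 min; replicates: singlicate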
GRK2 aptamer HTS – inhibitors of human GRK2 displacing RNA aptamer; P25098; bead flow cytometry, FAM-aptamer displacement from GRK2; inhibition of aptamer binding, % at 10 µM; hit rate 0.59% among 330,000;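 active means inhibition of aptamer binding above 40%, roughly 3 SD of noise, on plates passing a quality check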;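 further: median bead fluorescence of bound FAM aptamer so fluorescent compounds give negative values; no value below 0 was filed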
VLA-4 inh – inhibition in a human VLA-4 binding assay. inhibition, % (about 7 µM as worked out from the volumes in the protocol). hit rate 0.2% among 330,000. AID 2557. P13612. VLA-4 expressing cells, ligand binding flow cytometry; in the data active means inhibition above about 50%
procasp7 counter – activates human procaspase-7, counter-screen for procaspase-3 activators; activation, % at 8.5 µM; P55210; hit rate 0.093% among 330,000; recombinant procaspase-7, Ac-DEVD-pNA absorbance 405 nm; D23A/D198A/D206A triple mutant, cannot self-cleave; scale: DMSO 0, 5 µM enzyme 100;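 active means percent activation above the screen-wide mean plus 3 SD, cut at about 25% in these data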
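System: Procaspase-7 triple mutant (PC-7 D3A); measure: % activation from two-timepoint absorbance difference, scaled to controls; times: 1 h compound preincubation, 2 h substrate cleavage, 25 °C; also added: Ac-DEVD-pNA substrate, 400 µM as added; measured by: Epi-absorbance of released pNA at 405 nm, two timepoints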
* marks the source's active call; other numbers are inactive results; . = not tested or not shown; & = joins results of further samples.

SMILES	PP1 inh	JMJD2C inh	Fh CTSL1 inh	HCV core dimer	PP5 inh	proCasp3 act	GRK2 aptamer HTS	VLA-4 inh	procasp7 counter
Cc1cc(OCC(=O)Nc2ccccn2)c2c(C)c(C)c(=O)oc2c1	-1	-5	2	-3	2.1	4	27	8	5
O=C(COC(=O)Cn1cnc2ccccc2c1=O)NNC(=O)c1ccc(Br)cc1	.	-15	.	.	.	2	2	5	2
CSc1nc2n(n1)C(c1ccccn1)C1=C(CC(C)(C)CC1=O)N2 (centres undefined)	2	20	2	-4	-0.6	1	3	6	5
CC1=CC(=O)CC(C)(C)[C@@]1(O)/C=C/[C@@H](C)O[C@@H]1O[C@H](CO)[C@@H](O)[C@H](O)[C@H]1O	.	.	.	.	.	0	1	-15	4
CCOC(=O)N1CCC(NC(=O)CSc2cc(=O)n(CC)c3ccccc23)CC1	0	-4	-3	5	0.4	5	2	2	2
Cc1cc(Cn2nc(-c3ccccc3C)cc2C(=O)O)on1	0	4	.	.	2.6	-7	0	13	0
O=c1c2ccccc2c(-c2ccc(O)cc2)nn1-c1cccc(C(F)(F)F)c1	4	1	-4	-8	5.8	2	1	.	5
Cc1csc(NC(=O)c2ccc(S(=O)(=O)N(C)c3ccccc3)cc2)n1	0	-7	-6	5	4.0	3	3	-1	0
CNC(=S)N(CCc1c(C)[nH]c2ccc(Cl)cc12)Cc1cccnc1	0	1	-2	-10	1.7	6	3	9	-16
CCOCCCNc1nc(C(F)(F)F)nc2c1nnn2Cc1ccccc1Cl	7	-13	2	-2	8.8	2	2	11	4
C/C=C(\NC(C)=O)c1ccccc1	-1	1	.	.	-0.1	0	0	9	4
CCc1ccc2c(c1)C(=O)c1ccccc1C2=O	-3	-7	-4	10	1.1	-3	0	23	9
COc1ccccc1CC(=O)Nc1ccc(S(=O)(=O)N2CCCCC2)cc1	4	-24	-4	13	2.7	0	0	9	-1
O=c1c2[nH]cnc2n(-c2cccc(Br)c2)c(=O)n1Cc1ccccc1	1	10	-4	10	-2.6	5	1	-1	9
CC1CCN(Cc2nnnn2-c2cccc([N+](=O)[O-])c2)CC1	-1	10	2	2	0.9	-6	7	5	4
Cc1cccc(CN2C(=O)N/C(=C/c3ccc(C)s3)C2=O)c1	-3	-107	5	-5	2.6	0	0	-59	-2
S=C(NCCc1ccccc1)Nc1nccs1	1	6	-2	5	5.6	-6	0	27	-16
CC(C)(C)NC(=O)C(=O)NN=C1CCCCCCC1	-3	2	3	-3	0.3	2	3	7	1
Cc1ccc(C2OC3=C(C(=O)CC(C)(C)C3)C(N)=C2C#N)o1 (centres undefined)	0	-32	4	1	-0.4	-11	4	-4	-11
CCN1CCN(c2cc(C)c3cc(NC(=S)NCCCOC)ccc3n2)CC1	4	-11	0	0	-2.4	5	0	0	-10

Complete entries as entered above. Order of values: PP1 inh, JMJD2C inh, Fh CTSL1 inh, HCV core dimer, PP5 inh, proCasp3 act, GRK2 aptamer HTS, VLA-4 inh, procasp7 counter
CC1CCN(Cc2nnnn2-c2cccc([N+](=O)[O-])c2)CC1 as listed: -1, 10, 2, 2, 0.9, -6, 7, 5, 4
CC(C)(C)NC(=O)C(=O)NN=C1CCCCCCC1 as listed: -3, 2, 3, -3, 0.3, 2, 3, 7, 1
CNC(=S)N(CCc1c(C)[nH]c2ccc(Cl)cc12)Cc1cccnc1 as listed: 0, 1, -2, -10, 1.7, 6, 3, 9, -16
Cc1cccc(CN2C(=O)N/C(=C/c3ccc(C)s3)C2=O)c1 as listed: -3, -107, 5, -5, 2.6, 0, 0, -59, -2
S=C(NCCc1ccccc1)Nc1nccs1 as listed: 1, 6, -2, 5, 5.6, -6, 0, 27, -16

(further entries)
SMILES	PP1 inh	JMJD2C inh	Fh CTSL1 inh	HCV core dimer	PP5 inh	proCasp3 act	GRK2 aptamer HTS	VLA-4 inh	procasp7 counter
Cc1ccc(NC(=O)CC(C)CC2=NS(=O)(=O)c3ccccc3N2)cc1 (centres undefined)	0	-10	-3	0	0.9	11	0	2	-8
CCc1ccc(NC(=O)C(=O)NCc2ccccn2)cc1	2	6	-2	-1	-2.0	4	0	-7	-7
N#CC(C#N)=Cc1ccc(-c2ccc(S(=O)(=O)N=C(N)N)cc2)o1	0	6	-2	17	0.8	-10	100*	16	-6
CCN(Cc1ccccc1)C(c1cc2cc(C)cc(C)c2[nH]c1=O)c1nnnn1CCOC (centres undefined)	-1	-4&4	5	6	2.7	-1	0	-1	-6
COc1ccc(CCNC(=O)CCCN2C(=O)c3ccccc3C2=O)cc1	-3	.	-2	2	1.9	4	0	18	0
CCN(CC)Cc1c(O)ccc2c(=O)c(-c3ccccc3Cl)coc12	2	-7	1	8	0.3	2	0	6	9
Cc1ccc(C)c(-n2c(CNC(=O)c3ccco3)nnc2SCC(=O)Nc2nnc(C)s2)c1	-4	-2	-3	-9	2.3	0	0	-6	6
O=[N+]([O-])c1ccc(NS(=O)(=O)N2CCOCC2)cc1	.	-1	.	.	.	11	0	-7	4
COc1ccccc1N1C(=O)C2C(C(=O)c3ccccc3)=NN(c3ccc(Br)cc3)C2C1=O (centres undefined)	2	-11	13	13	0.7	-6	0	-23	-13
O=C1N(c2ccc3c(c2)OCCO3)C(c2ccccc2)C1(F)F (centres undefined)	-1	-5	-3	0	2.2	6	1	-11	-2
Cc1cc(C(C)(C)C)cc(S(=O)(=O)NCCO)c1C	1	6	-2	-5	1.4	-11	99*	-14	1
CCOc1ccc(C(=O)NCc2cccnc2)cc1	0	-6	-1	1	3.1	0	4	-2	-2
Cc1cccc(C)c1NC(=S)N(CCN1CCCCCC1)Cc1ccco1	-3	-4	0	3	-0.1	1	3	8	9
Cc1ccc(NC(=O)COC(=O)c2ccc(NC(=O)CC#N)cc2)cc1S(=O)(=O)N1CCOCC1	.	24	.	.	.	-1	0	-4	-6
CC(C)Oc1ccc(CNC2CCOC(C)(C)C2)cc1 (centres undefined)	-5	4	-1	3	2.0	8	0	7	14
CCOc1cc(C2C(C(=O)OC)=C(C)N=C3SC(C)C(=O)N32)ccc1OC(C)=O (centres undefined)	-2	-29	-7	2	4.0	-24	6	8	-27
Cc1nn(Cc2ccccc2)c(C)c1C(=O)N1CCN(CC(=O)Nc2ccccc2Cl)CC1	0	.	.	.	-1.1	0	1	-8	4
CCc1ccc(/C=C/C(=O)c2cc(Br)ccc(=O)c2O)cc1	12	-6	-5	19	4.6	-26	2	-10	-24
CCOC(=O)c1ccc(NC(=O)CSC2=NN3CCCC(=O)N=C3S2)cc1	2	4	4	9	-1.4	8	1	10	6
Cc1ccc2nc(N3C(=O)C(O)=C(C(=O)c4ccco4)C3c3cccc(O)c3)sc2c1 (centres undefined)	22*	-5	3	5	-1.4	-7	2	-5	-5

Laid out differently: entries from further up
compound: CC(C)(C)NC(=O)C(=O)NN=C1CCCCCCC1
  PP1 inh: -3
  JMJD2C inh: 2
  Fh CTSL1 inh: 3
  HCV core dimer: -3
  PP5 inh: 0.3
  proCasp3 act: 2
  GRK2 aptamer HTS: 3
  VLA-4 inh: 7
  procasp7 counter: 1
compound: Cc1ccc(C2OC3=C(C(=O)CC(C)(C)C3)C(N)=C2C#N)o1 (centres undefined)
  PP1 inh: 0
  JMJD2C inh: -32
  Fh CTSL1 inh: 4
  HCV core dimer: 1
  PP5 inh: -0.4
  proCasp3 act: -11
  GRK2 aptamer HTS: 4
  VLA-4 inh: -4
  procasp7 counter: -11
compound: CCN1CCN(c2cc(C)c3cc(NC(=S)NCCCOC)ccc3n2)CC1
  PP1 inh: 4
  JMJD2C inh: -11
  Fh CTSL1 inh: 0
  HCV core dimer: 0
  PP5 inh: -2.4
  proCasp3 act: 5
  GRK2 aptamer HTS: 0
  VLA-4 inh: 0
  procasp7 counter: -10
compound: Cc1ccc(NC(=O)CC(C)CC2=NS(=O)(=O)c3ccccc3N2)cc1 (centres undefined)
  PP1 inh: 0
  JMJD2C inh: -10
  Fh CTSL1 inh: -3
  HCV core dimer: 0
  PP5 inh: 0.9
  proCasp3 act: 11
  GRK2 aptamer HTS: 0
  VLA-4 inh: 2
  procasp7 counter: -8

(next part)
SMILES	PP1 inh	JMJD2C inh	Fh CTSL1 inh	HCV core dimer	PP5 inh	proCasp3 act	GRK2 aptamer HTS	VLA-4 inh	procasp7 counter
COc1ccc(CNC(=O)c2cccc(NC3=NC4CS(=O)(=O)CC4S3)c2)cc1 (centres undefined)	-4	44	-2	7	0.9	-5	4	2	7
Cc1ccccc1-c1cn(-c2ccccc2)c(=S)[nH]1	2	-7	0	1	-0.9	-13	0	-1	-12
O=C(CN1C(=O)c2ccccc2C1=O)OCC(=O)c1ccc(F)cc1	1	11	-5	3	1.0	-1	3	-3	7
CCCn1c(N)c(N(CCOC)C(=O)c2ccc(N3CCCC3=O)cc2)c(=O)[nH]c1=O	-6	7	-2	-3	-1.7	3	0	30	2
Cc1cccc(CSc2nnc(-c3ccccn3)n2N)c1	-5	-15	1	0	-3.1	-1	6	-7	5
COc1ccc(C2CC(=O)N(CC(=O)NCC3CCCO3)c3ccccc3S2)cc1 (centres undefined)	-3	4	3	0	-0.3	9	5	12	4
CCc1cccc(C)c1NC(=O)CSc1nc2ccccc2n1CC(=O)N(C)C	-5	-2	-2	-5	3.4	-12	0	9	2
CCCNC(=O)Nc1cc(OCC)c(N2CCOCC2)cc1OCC	2	-14	5	-5	-0.3	5	0	11	3
O=C(Cn1nnc(-c2ccccc2)n1)NCc1ccccc1	1	5	-1	-3	2.2	1	3	6	-4
C#CCOCCOCCOCCNc1nc(N2CCN(C(=O)[C@H](CCCCN)n3cc(C(N)CO)nn3)CC2)nc(N2CCN(C(=O)[C@H](CCC(=O)O)n3cc(C(N)[C@H](C)CC)nn3)CC2)n1 (some centres undefined)	2	5	-5	1	-1.5	3	3	18	-6
O=C(CNC(=O)c1ccc(F)cc1)N/N=C/c1ccc(O)c([N+](=O)[O-])c1	-1	3	2	-10	0.3	3	0	7	3
CC(C)N1CC2=C(C1=O)C(c1ccc(O)cc1)NC(=O)N2C (centres undefined)	-4	1	-4	2	0.3	3	1	8	4
CC12CCC(C(=O)NCC3CCCO3)(OC1=O)C2(C)C (centres undefined)	-2	.	-1	0	1.8	11	1	12	10
C=CCn1c(SCn2nnc3ccccc3c2=O)nc2scc(-c3cccs3)c2c1=O	-1	16	6	1	-1.8	-4	0	17	-4
CCc1nnc(NC(=O)CSc2nc3ccc(OC)cc3[nH]2)s1	4	17	-1	-6	2.7	12	5	4	3
CCOC(=O)N1CCC(NC(=O)C2CCN(c3ccc(N4CCOCC4)nn3)CC2)CC1	-2	-4	-2	-3	0.9	6	0	4	1
O=C(Nc1nc2ccccc2s1)c1ccc2c(c1)OCO2	-1	-9	7	0	1.2	1	0	1	-3
COc1ccc2c(=O)c(-c3nc(C)cs3)coc2c1	1	9	2	-3	0.0	2	2	10	-5

From PubChem

Rows were taken by chance; about 2.6% have a hit in one of these screens.
